High-throughput results: PubChem, Sanford-Burnham Center for Chemical Genomics
PfG6PD inh: PfG6PD (Plasmodium falciparum) enzyme inhibition; PfGluPho enzyme, NADPH resazurin-diaphorase fluorescence; inhibition, % at 20 µM; 0.78% of 350,000 active; AID 504690;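 active = inhibition reaching at least a set limit at 20 µM in the primary screen, cut at about 59% in these data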;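 note: 0% = DMSO wells with substrate and 100% = DMSO wells lacking glucose-6-phosphate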
hIAP activ: human IAP activation; activation factor at 10 µM; 0.16% of 330,000 active; purified human IAP, CDP-Star luminescence, 30 min; stronger effect = higher value; 1 = vehicle-only enzyme, 0 = enzyme-free background; P09923;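 active = activation factor of the enzyme at least 2-fold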; note: the source names both 10 and 20 µM as test concentration; values of inactives mirror those of a sister screen read the other way
SENP1 FRET inh: inhibitors of human SENP1 SUMO protease catalytic domain; AID 624204; inhibition, % at 10 µM; recombinant SENP1 catalytic domain, CyPet-SUMO1-YPet FRET cleavage; 0.21% of 360,000 active;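 active = inhibition at least 30% at 10 µM, raw YFP signal under a set limit, fluorescence ratio 0.5 to 1.5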;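 note: 0% = enzyme with DMSO and 100% = no enzyme wells; some results filed as inactive read as strong as hits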
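system = hSENP1 catalytic domain, recombinant | reagent = SFCypet-SUMO1-SFYpet substrate at 25 nM | doses = one dose per compound, 10 µM, 0.5% DMSO | incubation = enzyme reaction for 50 min at room temperature, dark | measured by = FRET, CFP and YFP emission | controls = no-enzyme low, enzyme-DMSO high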
NR3A LBD binder: modulators (binders) of human NR3A ligand-binding domain. NR3A LBD differential scanning fluorimetry, Tm shift; 0% = protein alone, 100% = glycine-bound protein. Tm shift relative to glycine control, % at 25 µM. 2.5% of 340,000 active;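 active = melting temperature shift of at least 10% of the positive control shift, at one fixed dose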
SENP8 inh: SENP8 (human) protease inhibition. recombinant SENP8, Nedd8 substrate fluorescence. inhibition, % at 20 µM. 0.64% of 360,000 active. AID 602440; in the data active = inhibition mostly above about 40%, no sharp cut-off; inactive = mostly below about 27%
Target sequence (Q96LD8 whole entry, looked up): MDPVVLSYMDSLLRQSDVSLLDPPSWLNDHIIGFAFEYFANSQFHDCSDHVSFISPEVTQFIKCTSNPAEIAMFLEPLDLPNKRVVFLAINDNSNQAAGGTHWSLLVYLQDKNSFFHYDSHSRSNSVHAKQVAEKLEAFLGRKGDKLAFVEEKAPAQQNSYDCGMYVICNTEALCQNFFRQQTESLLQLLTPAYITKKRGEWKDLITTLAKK
SENP6 block: blocks the human protease SENP6; Recombinant SENP6 catalytic domain, aminoluciferin luminescence; inhibition, % at 10 µM; Q9GZR1; AID 2599; 1.8% of 330,000 active;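 active = inhibition above about 50% at the single tested dose, limit read from the data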;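 note: plate controls were DMSO wells with enzyme for no effect and DMSO wells lacking enzyme for full effect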
ATG4B inhibitor: inhibitors of human ATG4B cysteine protease | inhibition, % at 8.33 µM | Q9Y4P1 | ATG4B cleavage of LC3-PLA2, NBD-HPC fluorescence, 1 h | AID 504462 | 0.51% of 340,000 active; in the data active = inhibition above about 40%
Target sequence (Q9Y4P1 whole entry, looked up): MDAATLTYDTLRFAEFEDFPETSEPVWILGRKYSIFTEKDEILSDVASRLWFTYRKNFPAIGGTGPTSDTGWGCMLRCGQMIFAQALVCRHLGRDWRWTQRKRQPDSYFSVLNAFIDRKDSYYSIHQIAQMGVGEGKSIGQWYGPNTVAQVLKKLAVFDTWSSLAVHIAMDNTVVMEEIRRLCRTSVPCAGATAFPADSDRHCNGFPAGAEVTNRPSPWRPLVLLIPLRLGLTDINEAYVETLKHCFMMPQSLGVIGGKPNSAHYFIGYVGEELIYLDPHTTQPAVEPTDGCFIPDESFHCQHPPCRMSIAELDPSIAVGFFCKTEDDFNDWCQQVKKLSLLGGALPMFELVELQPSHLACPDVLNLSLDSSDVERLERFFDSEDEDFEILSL
MPTP inh: blocks calcium-induced mitochondrial swelling; 1.4% of 360,000 active; isolated mouse mitochondria, Ca2+ swelling absorbance, 30 min; AID 602449; inhibition, % at 10 µM;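 active = inhibition of 50% or more, scaled per plate between neutral and stimulator controls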;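 note: 0% = DMSO wells given calcium and 100% = 1 mM EGTA wells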
The depositor's hits bear a star; · = not tested or not shown.

SMILES	PfG6PD inh	hIAP activ	SENP1 FRET inh	NR3A LBD binder	SENP8 inh	SENP6 block	ATG4B inhibitor	MPTP inh
CC(C)(C)c1ccc(C(=O)NCCC(=O)NNC(=O)COc2ccccc2F)cc1	11	1.7	3	0	8	-4	-5	-0.7
Cn1c(C(C(=O)NCC2CCCO2)N(C(=O)Cn2nnc3ccccc32)C2CCCCC2)nc2ccccc21 (stereo not drawn)	5	0.94	1	0	17	-22	-5	2.2
COc1ccc(/C=C/C(=O)Nc2ccc3nc4n(c(=O)c3c2)CCCC4)cc1	15	1.1	-3	6	-76	-2	-23	1.5
CCC/C(=N\NC(=O)C1CCCC1)c1ccccc1	-7	1	3	0	2	-17	-3	1.0
CC(=O)Nc1ccc(S(=O)(=O)NC(=O)C23CC4CC(CC(C4)C2)C3)cc1	-7	0.9	-1	2	11	0	-3	-1.8
Clc1cccc(OCc2nc(-c3ccncc3)no2)c1	1	0.95	1	0	7	-13	-20	3.0
CC(NC(=O)CSc1nc(=O)cc(N)n1CCc1ccccc1)c1ccccc1 (stereo not drawn)	4	0.91	-2	4	3	1	-12	-0.3
Cc1nc2ccccn2c1C(=O)N/N=C/c1ccccc1Cl	7	1.1	2	0	3	-15	0	-1.7
CCOC(=O)C1=C(O)/C(=C/c2cn(CC(=O)NCC3CCCO3)c3ccccc23)SC1=Nc1ccc(C)cc1 (stereo not drawn)	2	0.91	-26	1	-175	-3	-3	-0.5
CC(Oc1nc2c(c(=O)n(C)c(=O)n2C)n1C)C1CCCCC1 (stereo not drawn)	-12	·	3	-4	14	·	-4	-0.6
CC(=O)Nc1ccc(S(=O)(=O)Nc2c(NC3CCCCC3)c3ccccc3oc2=O)cc1	6	1	1	1	-30	-5	-1	0.4
Nc1c(Cl)c(Cl)nc(C(=O)OCC(=O)N2CCCC2=O)c1Cl	6	0.96	-3	1	-4	-4	-1	-0.5
C#Cc1ccc([C@H]2C=C(C(=O)N3CCN(Cc4ccccc4)CC3)O[C@@H](OCc3ccc(CO)cc3)C2)cc1	3	0.97	-5	-2	-90	-15	-9	1.5
O=C(O)c1csc(Cc2ccccc2)n1	0	0.93	2	0	8	0	3	0.3
Cc1ccc(NC(=O)c2ccc3c(c2)S(=O)(=O)c2ccccc2C3=O)cc1S(=O)(=O)N1CCOCC1	2	0.98	3	-1	22	9	-9	2.2
N#Cc1cc(N)ccc1-n1cccc1	-1	0.97	1	-2	-445	-1	0	0.9
CN(C)c1ccc(NC(=O)Cn2ncn3c(cc4ccccc43)c2=O)cc1	-12	0.93	3	-2	23	-13	3	-0.9
Cc1ccc(OCc2csc(N)n2)cc1	12	1.1	2	0	18	-18	-1	-0.8
O=C1NC(=S)S/C1=C/c1ccc(OC(=O)c2ccco2)cc1	-14	0.69	25	-2	27	76*	0	1.0
CC1NC(=S)N(Cc2ccccc2)C1=O (stereo not drawn)	-23	1.1	0	1	8	0	3	-2.2
O=C(CN1CCC(C(=O)c2ccc3c(c2)OCCO3)CC1)NCc1ccccc1	3	1.2	3	2	5	-14	-2	-0.8
Cc1c(C)n(Cc2ccc(Cl)cc2)c2ccc(C(=O)NCCCN3CCOCC3)cc12	-1	1.4	2	-1	-28	-15	-15	11
CN1C(=O)Cc2cc(S(=O)(=O)N3CCN(c4cccc(Cl)c4)CC3)ccc21	-7	0.94	-1	-2	11	12	1	-0.9
Cn1c(N)c(C(=O)COC(=O)C(Cc2ccccc2)NC(=O)c2ccccc2)c(=O)n(C)c1=O (stereo not drawn)	9	1	2	-1	7	-13	7	1.3
CCOC(=O)CN1C(=O)CSc2ccc(S(=O)(=O)N3CCOCC3)cc21	-10	1	0	-2	19	-15	6	-0.4
Cc1nc2c3cnn(-c4ccccc4)c3ncn2n1	-18	0.27	-23	-22	-346	-14	-10	-4.5
O=C(CSc1ccccc1C(=O)O)NCc1ccc(Cl)cc1	-8	1	1	0	14	-2	4	7.8
Cc1nn(Cc2c(F)c(F)c(F)c(F)c2F)c(C)c1NC(=O)c1ccc(COc2ccc(F)cc2)o1	15	0.79	2	-4	10	-9	67*	-0.5
COc1cc(C2C(C(=O)c3ccc(C)o3)=C(O)C(=O)N2c2cc(C)on2)ccc1OCc1ccccc1 (stereo not drawn)	-19	0.92	-24	-2	-23	9	0	7.8
O=C(Nc1c(C(=O)c2ccccc2)oc2ccccc12)c1cc(-c2ccccc2O)n[nH]1	-13	1.8	-14	28*	-287	0	25	8.0
COc1ccc(NC(=O)c2sc(NC(=O)COc3ccccc3)nc2C)cc1	-18	1.1	1	14*	11	68*	-7	0.6
Cc1ccc(NC(=O)c2ccc(OCc3c(C)noc3C)cc2)nc1	1	1	0	-1	9	-24	-5	-0.9
CC1(C)CC(=O)C=C(NCCCNC2CCCCC2)C1	-18	0.86	1	1	14	0	-1	-1.3
Cc1ccc(C2=Nc3ccccc3SC(c3cccc([N+](=O)[O-])c3)C2)cc1 (stereo not drawn)	20	0.87	0	-11	16	1	-4	1.0
CCOC(=O)c1ccccc1N/C=C1\CCCC1=O	-3	1.1	-12	-1	-274	-9	-6	1.6
CC(=O)NCCC(=O)N1CCCC(C(=O)c2ccc3c4c(cccc24)CC3)C1 (stereo not drawn)	8	0.99	2	-1	-212	11	1	1.3
O=C(c1nc(-c2ccccc2)n(-c2ccccc2)n1)N1CCN(S(=O)(=O)c2ccccc2)CC1	17	1	1	4	17	5	-20	0.6
CN(CC(=O)Nc1ccccc1F)Cc1cccs1	3	0.94	0	-1	19	-5	-4	0.2
COc1cccc(/C=N/NC(=O)C(=O)N2CCCC2)c1	-9	1	2	2	11	-24	-3	-0.1
COc1ccc(C)cc1S(=O)(=O)Nc1cc2c3c(c1)CCN3C(=O)CC2	-1	1	3	-2	14	-8	2	-2.1
c1ccc(OCCn2cnc3ccccc32)cc1	-10	0.88	-1	-3	9	-12	10	0.0
CC(=O)c1sc(N/N=C\c2cccc(Br)c2)nc1C	40	1	-28	3	-432	-3	-21	8.9
O=C(NN1C(=O)C2C(C1=O)C1C=CC2C12CC2)c1ccncc1 (stereo not drawn)	-5	0.99	1	0	16	-3	-4	2.1
COc1ccc2c(CN3CCN(Cc4ccccc4)CC3)cc(=O)oc2c1	16	·	-1	·	-13	·	·	0.2
CCOC(=O)c1ccc(NC(=O)COc2ccccc2CNCCO)cc1	6	1.1	4	3	-3	-9	-3	-0.1
CC(=O)Nc1ccc(NC(=O)C/C(C)=N/NC(=O)C(=O)N2CCCC2)cc1	-4	1.2	-1	-1	9	-7	-8	-1.2
Cc1ccc2cc(CN(C)C(=O)C3CCCO3)c(=O)[nH]c2c1 (stereo not drawn)	-3	1.2	-4	0	-40	-13	0	0.6
CCc1nc(SCC(=O)N2CCN(c3ccccc3)CC2)c2oc3ccccc3c2n1	-1	0.91	-1	10	3	7	3	2.2
Cc1cc(C(=O)OCC(=O)Nc2cc(S(=O)(=O)N(C)C)ccc2C)c2ccccc2n1	4	0.95	3	0	-22	12	-10	3.1
CCOC(=O)NC(=O)c1cn(C(CC)CO)c(=O)[nH]c1=O (stereo not drawn)	5	1.1	-1	-3	14	-12	-7	0.9
O=C(CSc1nncs1)Nc1ccc(S(=O)(=O)N2CCCC2)cc1	14	1.1	2	1	11	-15	-15	-0.8
Cc1ccc(C(=O)C(=O)c2ccc(C)c(N)c2)cc1N	-13	0.94	3	3	20	-17	-6	2.4
CC(C(=O)c1ccccc1)C(O)c1ccccn1 (stereo not drawn)	8	·	2	0	26	·	7	0.0
O=C(Cc1cccs1)Nc1ccccc1F	-9	0.97	-3	-1	0	-10	-5	-0.4
COc1ccc(-c2nnc(-c3cccs3)o2)cc1OC	-10	1	2	1	-318	63*	4	-0.8
CCOC(=O)c1ccc(N2C(=O)CC(N(C)Cc3ccccc3)C2=O)cc1 (stereo not drawn)	-9	1.1	-2	1	47*	0	-12	7.3
COc1cccc(C(=O)Nc2cccc(-c3ccc4nncn4n3)c2)c1OC	12	1.1	0	0	1	6	-3	0.3
CSc1ccccc1NC(=O)CN(C)C(=O)Cc1c(F)cccc1Cl	-6	1.1	1	0	12	-22	5	-1.4
N/C(=N\OC(=O)Cc1ccccc1)c1ccccc1Cl	0	0.92	2	0	6	-36	-8	-1.9
Cc1cc2oc(=O)cc(CN3CCCCC3C)c2c(C)c1Cl (stereo not drawn)	-14	1	-3	2	6	1	-4	3.2
